12-LOX inh: ALOX12 (human) lipoxygenase inhibition. P18054. purified 12hLO, xylenol orange hydroperoxide absorbance. Potency, µM (titrated, usually from 108 µM), for inactives: top-dose activity change, negative = inhibition, hits mostly inhibitors. actives 1.1% (n = 580,000); active = well fitted inhibition curve with a large enough effect; inconclusive = small, poorly fitted or top-dose-only effect, or another doubt; inactive = no such curve, though single readings can be large or run the other way
Target sequence (P18054 whole entry, looked up): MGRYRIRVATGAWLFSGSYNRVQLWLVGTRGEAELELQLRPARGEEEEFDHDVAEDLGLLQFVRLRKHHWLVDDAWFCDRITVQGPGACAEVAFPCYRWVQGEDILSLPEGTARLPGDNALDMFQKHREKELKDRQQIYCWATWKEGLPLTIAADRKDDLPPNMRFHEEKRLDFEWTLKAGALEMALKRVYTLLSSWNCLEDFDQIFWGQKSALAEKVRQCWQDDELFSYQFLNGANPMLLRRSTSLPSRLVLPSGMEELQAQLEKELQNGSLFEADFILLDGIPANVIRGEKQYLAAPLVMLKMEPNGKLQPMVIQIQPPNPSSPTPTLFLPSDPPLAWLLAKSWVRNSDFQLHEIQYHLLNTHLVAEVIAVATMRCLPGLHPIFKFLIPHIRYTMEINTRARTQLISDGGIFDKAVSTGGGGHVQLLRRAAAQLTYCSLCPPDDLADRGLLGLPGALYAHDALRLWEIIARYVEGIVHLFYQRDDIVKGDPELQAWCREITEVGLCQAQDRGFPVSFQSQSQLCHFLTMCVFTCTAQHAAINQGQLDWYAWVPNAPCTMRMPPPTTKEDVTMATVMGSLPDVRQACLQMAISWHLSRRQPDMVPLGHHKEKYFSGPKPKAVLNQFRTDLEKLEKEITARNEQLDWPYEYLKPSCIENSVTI
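Purified human 12hLO (150 nM final) in 25 mM Hepes, 0.01% Triton X-100, pH 7.0 was preincubated 15 min at room temperature with compound. Then 40 uM arachidonic acid was added, 30 min. Hydroperoxide was read by Fe-XO absorbance ratio 573/405 nm.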
* marks the source's active call; other numbers are inactive results; ? = inconclusive; [ ] = remark or other dose. % is scaled to controls: 0 for no effect and ±100 for the full control effect; potency is read from the fitted curve at half-maximal effect. An excerpt; the hit share may differ from the screen's.

Structure,12-LOX inh
CN(C(=O)c1cccnc1)C(Cc1ccc(F)cc1F)C1CCN(C(=O)C2(C)CCCCC2)CC1 (stereo not drawn),-17%
Cc1ccc(NC(=O)N2C[C@@H](F)C[C@H]2C(=O)N2CCc3ccccc3C2)cc1C,19%
COc1ccc(OC)c(CN2CCC3(COC(=O)N3Cc3ccccc3)C2)c1 (stereo not drawn),?
CN(CCCN1CCOCC1)Cc1nc(-c2ccc(Cl)cc2)no1,5%
CCOC(=O)/C=C/[C@@H](CC(C)C)NC(=O)C(F)(F)F,18%
CCCCc1nn(CC(=O)N(C)Cc2ccc(C)o2)c(=O)n1CC,66%[activator]
Cc1ccc(S(=O)(=O)N2CCC(CCC(=O)NCCCc3ccccc3)CC2)cc1,8%
COC(=O)C1=CNC=C(C(=O)OC)C1c1cccc(Cl)c1,?
C/C=C/c1cccc(-c2nc(C(=O)N3CCCCC3)cc3c2[C@@H](CCO)N(C(=O)NC(C)C)C3)c1,1%
CCc1nncn1C1CCN(S(=O)(=O)c2ccc(Cl)s2)C1 (stereo not drawn),34%
Cc1ccc(-c2cc(C(=O)O)c3ccccc3n2)cc1,?
COc1cccc(CCC(=O)N2CCC(CC(=O)NC3CC3)C2)c1 (stereo not drawn),22%
CC(=O)c1sc(=S)n(C)c1C,?
CC(C)(C)CC(=O)N1CC[C@H](NC(=O)NC2CCCCC2)[C@H]1C(=O)N[C@H](Cc1c[nH]c2ccccc12)C(N)=O,-2%
CN(C)S(=O)(=O)c1ccc(N2CCOCC2)c(C(=O)N2CCc3ccccc32)c1,-22%
COc1ccc(-c2nc(C(=O)N3CCCC3)n3ccccc23)cc1,40%[176 µM]
O=C(c1cccc(N2CCCC2=O)c1)N1CCCC(O)(CN2CCCC2)C1 (stereo not drawn),73%[activator]
O=C(Nc1ccccc1)c1cc(C2CCCCN2C(=O)OCCF)on1 (stereo not drawn),8%
Cc1ccc(OCC(=O)N2CCCCCC2c2nnc(-c3ccccc3)o2)cc1 (stereo not drawn),9%
Cc1noc(-c2cn(C3CCN(C(=O)Cc4cccc(Cl)c4)CC3)nn2)n1,?
COCCCNC(=O)NCC(=O)N1CCCCCNC(=O)CC1c1ccccc1 (stereo not drawn),11%
Cc1ncn(C)c1C(=O)N[C@@H]1CCOC[C@H]1Oc1ccc(C#N)cc1,0%
CCCc1cc(=O)oc2c3c(cc(OCC(=O)N4CCC(C(=O)O)CC4)c12)OC(C)(C)CC3,-7%
O=C(NC[C@H]1O[C@H](Cc2cc(-c3ccc(F)cc3)on2)CC[C@@H]1O)c1ccncc1,6%[176 µM]
O=C(NCC1CC1)c1cccc(OC2CN(Cc3ccc(F)cc3F)C2)c1,25µM*

Shown as a hit in 12-LOX inh, of those listed so far:
Structure,12-LOX inh
O=C(NCC1CC1)c1cccc(OC2CN(Cc3ccc(F)cc3F)C2)c1,25µM*

The list continues:
Structure,12-LOX inh
COc1ccc(-c2ncc3c(n2)OCCN(CC2CC2)C3=O)cc1,2%[176 µM]
CC(=O)NNC(=S)Nc1ccc(C)c(C)c1,7%
COc1ccc2sc(C)cc(=O)c2c1,13%
COCCNC(=O)N1CCN(c2oc(-c3ccco3)nc2C#N)CC1,-17%
O=C(Cc1cccs1)N1CCOc2ccc(CN3CCc4ccccc4C3)cc2C1,155%[activator]
COC(=O)c1cc2ccccc2cc1OS(=O)(=O)c1ccc(C)cc1C,-34%
CC1(C)C(C(N)=O)C(=O)NC(=O)C1C(N)=O (stereo not drawn),-6%
Cc1cccc(C)c1NC(=O)C(c1ccccc1)n1c(=O)c(-c2ccccc2)nc2ccccc21 (stereo not drawn),-9%
O=C(c1ccc2[nH]ccc2c1)N1CCN(C(=O)c2nnn3c2COC(c2ccccc2)C3)CC1 (stereo not drawn),24%
F[B-](F)(F)c1cncnc1,104%
O=C(CCc1ccnc(N2CCCC2)c1)N1CCN(c2cccc(Cl)c2)CC1,24%
COc1cccc(F)c1C(=O)N1C[C@@H](CN2CCOCC2)[C@@H](CO)C1,-2%
NCCC1CCN(C(=O)Nc2cc(F)cc(F)c2)CC1,-16%
COC(=O)C[C@@H]1CC[C@H](NC(=O)Nc2cccc(F)c2)[C@@H](CO)O1,-5%
COc1ccc(CN2CCN(c3noc(C(C)C)n3)CC2CCO)cc1C (stereo not drawn),41%[activator]
COc1ccc(-c2coc3cc(OC(=O)C(C)C)ccc3c2=O)cc1,63%[activator]
COc1ccc2nc(CO[C@H]3CN(Cc4ccccn4)C[C@H]3F)[nH]c2c1,25%[176 µM]
Cc1ccc(C(=O)C(C#N)C(=O)NC2CCCCC2)c(C)c1 (stereo not drawn),-30%
O=C(CCNS(=O)(=O)c1ccc(Br)cc1)NCC(c1cccs1)N1CCOCC1 (stereo not drawn),1%
Cc1ccccc1-c1cc(=O)c2cc(NC(=O)c3ccccc3)ccc2o1,-21%
COc1ccc(CN2C(=O)CO[C@H]3CN(Cc4cccnc4)C[C@H]32)cc1,3%[176 µM]
Cc1cccc(C(=O)NC23CC4CC(CC(C4)C2)C3)c1,26%
O=C(CN1CCN(c2ccc(F)cc2)CC1)Nc1ccnn1Cc1ccccc1Cl,28%
O=C(CN1CCN(c2nc(-c3ccccn3)nc3scc(-c4ccccc4)c23)CC1)N1CCCC1,?
CC1(C(=O)NCc2cccs2)CCN1CCc1ccccc1 (stereo not drawn),1%

Sorted by value in 12-LOX inh (high to low): some entries from above
Structure,12-LOX inh
F[B-](F)(F)c1cncnc1,104%
O=C(CN1CCN(c2ccc(F)cc2)CC1)Nc1ccnn1Cc1ccccc1Cl,28%
Cc1ccccc1-c1cc(=O)c2cc(NC(=O)c3ccccc3)ccc2o1,-21%

(further entries)
Structure,12-LOX inh
Cc1cc(Cl)ccc1NC(=O)C1CC2CCC1C2 (stereo not drawn),9%
CC(C)CCN1CCCC12Cc1ccccc1CNC2=O (stereo not drawn),3%[12.5 µM]
CC(C)n1ncc2c(C(=O)NCc3ccccc3F)c3c(nc21)CCC3,-35%
CC1C(=O)N(Cc2cn(CCC3OCCCO3)nn2)CCS(=O)(=O)N1Cc1ccc(-c2ccc(F)nc2)cc1 (stereo not drawn),-3%
COc1ccc(/C=C(\C#N)C(=O)C(C)(C)C)c(OC)c1,-6%
COc1ccc(CC(=O)OC(C)C(=O)c2ccc(C)cc2)cc1Br (stereo not drawn),-3%
N#CCc1ccc(OCc2ccccc2N)cc1,3%
Cc1ccc(CN(C(=O)CCc2c[nH]c3ccccc23)C(C)C)o1,29%
O=C(Nc1cccc(F)c1)c1ccc(-n2cncn2)c2ccoc12,-11%
O=C(NCc1ccccn1)C1CCN(C(=O)c2ncn3c2COC(c2ccc(Cl)cc2)C3)CC1 (stereo not drawn),34%[activator]
COc1ccc(N(C(=O)c2cccs2)C2C=CS(=O)(=O)C2)cc1 (stereo not drawn),21%
Cc1ccc(NC(=O)c2ccc3ccccc3n2)cc1C,-4%
O=C(NC1CCN(c2cc(-c3ccc(F)cc3)[nH]n2)C1)c1ccc(F)cc1Cl (stereo not drawn),30%
Cc1ccc(CN2CCc3nn(C)c(=O)n3CC2)o1,4%
CCCC1(CO)CCCN(Cc2cnn(-c3cccc(F)c3)c2)C1 (stereo not drawn),18%
Cn1c(CO[C@H]2CN(Cc3ccc4c(c3)OCO4)C[C@H]2F)nc2ccccc21,38%[activator][176 µM]
CN(C(=O)c1ccc(F)cc1)C1CCc2ccccc21 (stereo not drawn),110%[activator][176 µM]
Cc1nn(-c2ccc(F)cc2)c(Oc2ccc(F)cc2F)c1CCC(=O)NCC1CC1,58%[activator]
COCCCNC(=O)N1CC(c2nc(CCOCC3CCOCC3)no2)C1,38%[activator]
Nc1nc(CN2CCN(C(=O)c3cc(C(F)(F)F)cc(C(F)(F)F)c3)CC2)nc2ccccc12,62%[activator]
Cc1cc(O)cc(=O)n1-c1cc(Cl)cc(Cl)c1,-1%
O=C(NCc1ccc(F)cc1)c1cc(C2CCCCN2C(=O)CCc2ccccc2)on1 (stereo not drawn),1%
COc1cccc(NC(=O)Nc2c(NC3CCCCC3)c3ccccc3oc2=O)c1,?
CC1(C)Cc2c(c(N3CCOCC3)nc3sc4c(NCCc5ccccc5)nnnc4c23)CS1,17%
Cc1ccc(Nc2nc(-c3c(C)nc4sccn34)cs2)cc1,7.1µM*

Part of the list above in order of heavy-atom count, ascending.
Structure,12-LOX inh
Cc1cc(O)cc(=O)n1-c1cc(Cl)cc(Cl)c1,-1%
Cc1ccc(NC(=O)c2ccc3ccccc3n2)cc1C,-4%
COc1cccc(F)c1C(=O)N1C[C@@H](CN2CCOCC2)[C@@H](CO)C1,-2%
O=C(NC1CCN(c2cc(-c3ccc(F)cc3)[nH]n2)C1)c1ccc(F)cc1Cl (stereo not drawn),30%
O=C(CCNS(=O)(=O)c1ccc(Br)cc1)NCC(c1cccs1)N1CCOCC1 (stereo not drawn),1%

(further entries)
Structure,12-LOX inh
O=C(C1CCC1)N1CCC(c2noc(CO)n2)C1 (stereo not drawn),46%[activator]
CC(C)c1nc2c(c(-c3ccc(O)cc3)n1)CN(Cc1cccc(F)c1)CC2,?
O=c1[nH]c(=O)n(-c2ccccc2F)c2c1C(C(F)(F)F)(C(F)(F)F)N=C(c1ccncc1)N2,?
CC1(C(=O)Nc2ccc(F)c(Cl)c2)COCc2cnc(Nc3ccccc3)nc21 (stereo not drawn),-1%[176 µM]
O=C(c1cc(-c2ccc(Cl)cc2Cl)c2cccn2n1)N1CCOCC1,0%[6.33 µM]
CCOc1ccc(NC(=O)N2C[C@@H](F)C[C@H]2C(=O)N2CCc3ccccc3C2)cc1,-4%
COc1cc(=O)n2c(c1C(=O)Nc1ccc(N(C)C)cc1)CCCC2,-12%
COc1ccc(C(=O)N[C@@H]2CCC[C@@H]2C(=O)Nc2cc(F)ccc2C)cn1,12%
COC(=O)C1CN(Cc2cn(Cc3ccc(Cl)cc3)nn2)CCS(=O)(=O)N1Cc1ccc(Cl)cc1 (stereo not drawn),?
Brc1ccc(CN2CCCc3nc(-c4ccccc4)ccc32)cc1,-29%
CNC(=O)[C@@H]1CN(C(=O)c2cccc(C(F)(F)F)c2)C[C@H]1COC,41%
O=P(O)(O)OCC(O)CO (stereo not drawn),-4%[22.9 µM]
CCC(=O)Nc1ccc(-c2c(-c3cc(OC)cc(OC)c3)nn(-c3ccc(C)cc3)c2OC(C)=O)cc1,5%
N#Cc1ccsc1NC(=O)CSc1nnc(-c2ccccc2Cl)n1C1CCCC1,-16%
Cn1ccc(NC(=O)c2nn(Cc3ccccc3)c(=O)c3ccccc23)n1,?
C[C@H](CO)N1C[C@H](C)[C@@H](CN(C)C(=O)Nc2ccc(C(C)(C)C)cc2)OCc2cn(nn2)CCCC1=O,-3%
COc1ccc(/C=C(/C#N)c2ccc(C(F)(F)F)cn2)cc1OC,?
COc1ccc(/C=C/c2nn3c(-c4ccc5c(c4)OCO5)nnc3s2)cc1,?
CCOC1CCOC2(CCN(C(=O)c3ccoc3)CC2)C1 (stereo not drawn),33%[activator]
C[C@]12CCCCC3=CC(=O)C=C[C@@]31OC(=O)CC2,-16%
CCC(=O)N1CCc2c(C(=O)Nc3ccc(OC)cc3OC)cccc21,31%[activator]
CCCn1c(-n2nc(C)cc2C)nc2c1c(=O)n(CCN1CCCCC1)c(=O)n2C,-5%
COc1ccc(CNC(=O)C2Cc3c(-c4cccc(C(C)=O)c4)ccnc3O2)cc1OC (stereo not drawn),?
FC(F)(F)c1cccc(C2=NOC3(CCCN(Cc4cccnc4)C3)C2)c1 (stereo not drawn),40%
O=C(c1cccc2[nH]ccc12)N1CCC([C@@H]2CNC[C@H]2CO)CC1,43%
O=C(Nc1ccc(-n2cccc2)cc1)C1=COC2=NC(=O)N(Cc3ccccc3)CCN12,3%
COc1ccc(-c2coc3c(C(=O)NCC4CC4)cccc23)c(C)c1,-11%
CN(C)c1cccc(C(=O)N2CCNc3cnc(Nc4cccc(C(F)(F)F)c4)nc3C2)c1,-8%
COc1ccc(-c2c(C)oc3c(C)c(O)ccc3c2=O)cc1,72%[activator]
O=C(c1ccc(Cl)cc1)[C@@H]1[C@H]2C(=O)[C@@H]3OC[C@@H](O3)[C@@H]12,8%
COc1ccccc1CNc1nc(NCCOc2ccccc2)c2sccc2n1,?
CCOc1ccc(C2Nc3ccccc3C(=O)N2C2CC2)cc1OC (stereo not drawn),31%[activator]
CCN1CC2(CCN(Cc3cnn(-c4ccc(F)cc4)c3)CC2)CC1=O,14%
CCCNc1ncnc2onc(-c3ccc(Cl)cc3)c12,0%
Cc1ccc(/C(O)=C2\C(=O)C(=O)NC2c2ccc(F)cc2)cc1 (stereo not drawn),?
CC(=O)c1cccc(NC(=O)C2(C)Cc3c(-c4ccccc4)ccnc3O2)c1 (stereo not drawn),6%
COC(=O)c1ccc2nc(-c3ccc(F)cc3)c(Cc3ccccc3OC)n2c1,?
CNC(=O)c1cc(=O)n(CC(=O)Nc2ccc(C(C)=O)cc2)c2ccccc12,3%
O=C(CCc1ncc(-c2ccc(Cl)cc2Cl)o1)N1CCN(S(=O)(=O)c2ccccc2)CC1,14%
CCCCCCCCS(=O)CCCCC(=O)OCC (stereo not drawn),4%
COCc1c(C(=O)NCC(c2ccco2)N2CCCC2)sc2cccc(F)c12 (stereo not drawn),?

Reprinted at random: two records from the list, in no set order.
Structure,12-LOX inh
CC(=O)c1cccc(NC(=O)C2(C)Cc3c(-c4ccccc4)ccnc3O2)c1 (stereo not drawn),6%
CCOc1ccc(C2Nc3ccccc3C(=O)N2C2CC2)cc1OC (stereo not drawn),31%[activator]
